BoNT-A LC inh2: BoNT/A light chain protease inhibitors, primary screen, biochemical, flow cytometry, MLPCN library | multiplex microsphere protease substrate cleavage | inhibition, % at 10 µM | 360,000 tested, 0.17% active | Botulinum neurotoxin type A light chain protease (Clostridium botulinum A str. ATCC 3502); in the data active means inhibition above about 30%; inconclusive means no clear call, values can overlap the other calls; further: plate controls were buffer without enzyme for full effect and enzyme alone for no effect
GDH-TPI counter: GDH-TPI coupling enzyme inhibitors, primary screen, artefact control for M. tuberculosis FBA inhibitor project, biochemical, absorbance, full deck. AID 588335, 2011. inhibition, % at 4.8 µM. GDH-TPI coupled enzyme counterscreen, NADH absorbance. 360,000 tested, 1.2% active;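 further: 0% = DMSO wells and 100% = wells lacking the enzyme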
BoNT-F LC inh: BoNT/F light chain protease inhibitors, primary screen, biochemical, flow cytometry, MLPCN library; Botulinum neurotoxin type F light chain protease (Clostridium botulinum); Multiplex microsphere protease cleavage assay; inhibition, % at 10 µM; 360,000 tested, 0.22% active; AID 588497, 2011; in the data active means inhibition above about 35%, passing the limit was not always enough; inconclusive means no clear call, values can overlap the other calls; further: plate controls were buffer without enzyme for full effect and enzyme alone for no effect
BioA inh: M. tuberculosis BioA enzyme inhibitors, primary screen, biochemical, plate reader, single point, HTS | purified M. tuberculosis BioA enzyme | inhibition, % at 9.99 µM | 7,8-diaminopelargonic acid synthase BioA (Mycobacterium tuberculosis) | 360,000 tested, 0.096% active | AID 602481, 2012; in the data active means inhibition above about 40%; inconclusive means no clear call, values can overlap the other calls
PrPC surface inh: inhibitors of human cell surface prion protein PrPC, primary screen, cell-based, TR-FRET. Major prion protein (Homo sapiens), P04156. TR-FRET read-out. inhibition, % at 13.8 µM. 370,000 tested, 0.43% active. AID 720596, 2013; in the data active means inhibition above about 24%; further: 0% = median of the test wells and 100% = reference compound wells
FadD28 FP inh: inhibitors of FadD28 bisubstrate probe binding, primary screen, biochemical, fluorescence polarization, single point. 360,000 tested, 0.22% active. Mycobacterium tuberculosis FadD28 fatty-acid-AMP ligase. inhibition, % at 12.5 µM. AID 588549, 2011; in the data active means inhibition above about 8.5%, passing the limit was not always enough; inconclusive means no clear call, values can overlap the other calls
CCHFV vOTU inh: CCHFV vOTU protease inhibitors, primary screen, biochemical, Pep-AMC substrate, fluorescence; Crimean-Congo hemorrhagic fever virus L polyprotein viral ovarian tumor (vOTU) protease …; inhibition, % at 11.5 µM; 370,000 tested, 0.55% active; further: 0% = vehicle wells with enzyme and 100% = no enzyme wells
Mtb UGM inh: M. tuberculosis UGM enzyme inhibitors, primary screen, biochemical, fluorescence polarization, single point; AID 504406, 2011; 320,000 tested, 0.06% active; inhibition, % at 10 µM; purified UGM, fluorescence polarization probe displacement; UDP-galactopyranose mutase (Mycobacterium tuberculosis (strain ATCC 25618 / H37Rv)), …; in the data active means inhibition above about 10%, passing the limit was not always enough; inconclusive means no clear call, values can overlap the other calls
Target sequence (P9WIQ1 whole entry, looked up): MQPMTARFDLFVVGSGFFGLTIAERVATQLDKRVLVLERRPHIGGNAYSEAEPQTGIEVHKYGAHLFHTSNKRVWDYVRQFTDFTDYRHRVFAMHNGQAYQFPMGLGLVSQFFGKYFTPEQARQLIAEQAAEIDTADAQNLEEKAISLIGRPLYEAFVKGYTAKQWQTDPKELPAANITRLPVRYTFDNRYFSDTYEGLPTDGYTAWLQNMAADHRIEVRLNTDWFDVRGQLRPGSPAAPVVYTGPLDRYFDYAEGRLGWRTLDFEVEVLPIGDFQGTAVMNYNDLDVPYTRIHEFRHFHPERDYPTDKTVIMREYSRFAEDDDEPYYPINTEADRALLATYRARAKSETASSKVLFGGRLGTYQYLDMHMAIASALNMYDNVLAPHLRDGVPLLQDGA
Mtb FBA inh: Mtb FBA enzyme inhibitors, primary screen, biochemical, fluorescence, strain H37Rv; purified M. tuberculosis FBA, fluorescence read-out; inhibition, % at 1 µM; 360,000 tested, 2.3% active; AID 588726, 2011; Fructose-bisphosphate aldolase (Mycobacterium tuberculosis (strain ATCC 25618 / H37Rv)), …; in the data active means inhibition above about 27%;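 further: 0% = vehicle and 100% = reference inhibitor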
Target sequence (P9WQA3 whole entry, looked up): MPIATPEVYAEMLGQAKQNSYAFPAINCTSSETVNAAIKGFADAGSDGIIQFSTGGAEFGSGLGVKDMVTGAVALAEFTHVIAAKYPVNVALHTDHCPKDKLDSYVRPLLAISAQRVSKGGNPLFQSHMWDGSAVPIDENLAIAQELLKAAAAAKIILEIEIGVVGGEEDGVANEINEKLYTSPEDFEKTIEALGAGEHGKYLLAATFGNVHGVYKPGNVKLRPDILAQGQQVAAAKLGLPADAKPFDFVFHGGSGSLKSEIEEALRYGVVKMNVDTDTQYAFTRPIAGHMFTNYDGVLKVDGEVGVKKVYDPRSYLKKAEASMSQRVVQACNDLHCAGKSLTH
* hit, by the source's call; ? = inconclusive; / = not tested or not shown. Unless noted, no stated cut-off is given here; in the data, active means inhibition above about 30%; inactive means the rest.

Results follow in this order: BoNT-A LC inh2	GDH-TPI counter	BoNT-F LC inh	BioA inh	PrPC surface inh	FadD28 FP inh	CCHFV vOTU inh	Mtb UGM inh	Mtb FBA inh
1) CC1(c2ccccc2Cl)NC(=O)N(CC(=O)Nc2cccnc2Cl)C1=O (stereo not drawn)
 : -0.4	-8	-2	-0.1	1	1.6	0	2.1	5
2) Nc1ccc2c(c1)ncn2CCCn1cnc2cc(N)ccc21
 : -0.1	-4	-24	-1.2	-4	-3.1	10	2.2	2
3) CC(=O)OCC(=O)C1(O)CCC2C3CCC4=CC(=O)C=CC4(C)C3C(O)CC21C (stereo not drawn)
 : -1.2	-3	-6	-1.4	-2	0.0	-5	0.4	0
4) Cc1ccc(C(=O)NCC2CCCO2)cc1N1CCCC1=O (stereo not drawn)
 : -0.2	0	-4	-3.1	2	1.0	2	1.5	0
5) COc1ccc(Cl)cc1C(=O)NC(C)C
 : 0.0	3	0	2.9	-1	-4.9	-7	-0.1	-3
6) COC(=O)c1cc(S(=O)(=O)NCc2ccc(S(N)(=O)=O)cc2)oc1C
 : ?	-11	?	0.9	7	-1.4	13	-1.7	1
7) NC(=N\N=Cc1ccco1)/C(N)=N/N=Cc1ccco1
 : 0.3	58*	-8	0.5	2	-0.9	15	/	-2
8) CCCCOc1cccc(C2C(C(=O)c3ccc(C)o3)=C(O)C(=O)N2Cc2ccco2)c1 (stereo not drawn)
 : 2.7	8	-4	1.9	8	-4.2	19	-1.2	-2
9) CCc1ccc(-c2nc(CS(=O)CC(=O)NCc3ccco3)c(C)o2)cc1 (stereo not drawn)
 : 1.1	-3	12	4.4	6	-4.6	15	-1.2	-5
10) CCOCCn1c(=NC(=O)/C=C/c2ccccc2Cl)sc2cc(NC(C)=O)ccc21
 : -0.1	12	-1	/	-9	-3.2	12	-1.9	3
11) O=C(c1ccccc1)c1ccc2ccccc2c1
 : -0.8	3	-4	0.2	1	0.3	-17	/	0
12) CN1CCN(S(=O)(=O)c2cccc(C(=O)Nc3cc(C(F)(F)F)ccc3N3CCCC3)c2)CC1
 : -0.9	-5	-9	/	-17	-2.6	16	/	2
13) Cc1ccc(CNCC(O)(c2ccccc2)c2ccc(Cl)cc2)cc1 (stereo not drawn)
 : -1.1	6	-13	-0.2	-2	-2.1	-13	/	2
14) O=C(CSc1nnc(NC(=O)c2c(F)cccc2F)s1)NCc1ccco1
 : /	13	/	-1.0	7	-4.5	-3	0.8	0
15) O=C(NC(C(=O)N/N=C/c1ccccc1)c1n[nH]c(=O)c2ccccc12)c1ccccc1 (stereo not drawn)
 : -0.7	6	4	5.4	-1	-5.2	1	0.9	-5
16) Cc1cc(C)cc(N2C(=O)C3CCCN3C2=S)c1 (stereo not drawn)
 : -2.2	4	-12	-1.6	0	-3.2	-7	-0.1	-2
17) COc1ccc(Br)cc1CNC(=O)C1CCN(c2nnc(N3CCCC3=O)s2)CC1
 : -0.3	-7	-3	0.0	4	-1.3	7	1.2	-2
18) Cc1ccc(C)c(-n2c(N)c(C(N)=O)sc2=S)c1
 : -0.3	20	2	0.1	-7	-4.8	6	1.5	-9
19) Cc1ccc(OCC(=O)Nc2cccc(S(=O)(=O)N3CCOCC3)c2)c([N+](=O)[O-])n1
 : 0.5	6	0	1.8	-8	-2.9	-8	1.4	4
20) NS(=O)(=O)c1ccc(NC(=O)COC(=O)CCc2ccccc2)cc1
 : 0.1	5	4	-0.6	4	-1.8	9	-0.1	-5
21) COc1cc(/C=C/C(=O)O)cc(S(=O)(=O)Nc2cc(S(=O)(=O)N3CCCCC3)ccc2Cl)c1OC
 : -0.1	2	6	0.8	-7	-2.2	12	/	-4
22) O=C(Cc1cccc(NC(=O)C2CCCN(C(=O)C3CCC3)C2)c1)Nc1ccc(C(=O)N2CCOCC2)cc1 (stereo not drawn)
 : 0.1	5	2	1.3	1	-4.6	-8	/	-3
23) Cc1ccc2c(c1)c1nnc(SCC(=O)N3CCN(c4ccc(F)cc4)CC3)nc1n2CC(=O)O
 : -0.7	13	-5	/	-4	1.1	6	-1.3	-5
24) COC(=O)c1ccc(CSc2nnc3nc(C)cc(C)n23)cc1
 : 0.0	4	-3	/	2	-4.0	2	1.1	3
25) C#CCNC(=O)C1=C[C@@H](c2ccccc2)C[C@@H](OCCCCO)O1
 : -0.8	-2	2	-0.9	2	-3.1	5	-0.6	-1
26) COc1ccccc1N1CCN(C2CCCN(C(=O)CC(F)(F)F)C2)CC1 (stereo not drawn)
 : -0.1	10	-23	-2.4	-2	-1.8	-8	-3.4	0
27) COc1cc(N2C(=O)c3ccccc3C2=O)c(Cl)cc1C(=O)OCC(=O)NCc1ccco1
 : 0.4	12	5	-1.2	-5	1.1	15	1.2	0
28) O=C(CN1CCN(C(=O)c2cccc(S(=O)(=O)N3CCCC3)c2)CC1)Nc1ccc(F)cc1
 : -1.0	-5	1	0.3	-7	-0.3	9	-0.4	-1
29) Cc1nc2ccccc2c(=O)n1NC(=O)c1ccc(F)cc1Cl
 : 0.0	-9	-2	-0.5	8	-1.0	-6	1.6	3
30) O=C(NC1CCCCC1)N1CCCC(c2nc3ccccc3[nH]2)C1 (stereo not drawn)
 : 14	-3	18	-0.6	-1	-2.9	-13	-3.3	2
31) CN(C)CC(c1ccccc1)c1ccccc1
 : -1.9	-2	?	1.4	-3	-0.3	6	-0.3	-1
32) CCN(CC(=O)N1CCc2ccccc2C1)S(=O)(=O)c1ccc2ccccc2c1
 : 0.1	-6	-5	7.6	4	/	0	-1.5	5
33) CSc1cccc(NC(=O)NCc2cccc(CNC(=O)Nc3cccc(SC)c3)c2)c1
 : -0.6	11	-5	/	3	-5.5	1	/	-1
34) CCOC1=C2CN(S(=O)(=O)c3ccc(C)cc3)[C@H](c3ccccc3)C[C@@H]2N(S(=O)(=O)c2ccccc2)[C@H](c2ccccc2)C1
 : -1.0	/	-8	4.6	-3	-3.9	-1	/	-2
35) Cc1ccc(S(=O)(=O)Oc2ccc(/C=C(/NC(=O)c3ccccc3)C(=O)NCC(=O)O)cc2)cc1
 : -0.4	11	1	/	-3	-2.4	11	4.3	3
36) O=C(NCCc1ccncc1)C(F)(F)F
 : -1.0	-1	0	0.3	9	-4.0	9	-3.8	0
37) CC(=O)Nc1ccc(S(=O)(=O)N(C)CC(=O)Nc2cccc(S(=O)(=O)N3CCCC3)c2)cc1
 : 0.5	0	3	/	1	-3.2	2	-0.2	-1
38) O=C1NC2C(O)C(O)C(O)C(O)C2c2cc3c(c(O)c21)OCO3 (stereo not drawn)
 : 0.0	7	-5	/	90*	-0.9	-6	/	1
39) CCc1ccc(OCC(=O)N2CCc3ccccc32)cc1
 : 2.7	5	4	-1.8	2	-0.6	2	-0.2	-3
40) O=C(Cc1c[nH]c2ccccc12)NCc1ccccc1F
 : 0.3	-9	3	/	2	-4.7	-9	6.1	3
41) Cn1c(SCC(=O)NC2CCCC2)nc2c(c1=O)SCC2
 : -3.9	15	-4	1.3	-6	1.0	16	0.4	1
42) COc1ccc(/C=N/NC(=O)c2ccc(COc3cccc4cccnc34)cc2)cc1OC
 : -1.0	17	-3	0.1	-17	0.1	8	1.5	0
43) COc1ccc(-c2nc3c4ccccc4ccn3c2Cc2ccccc2C(F)(F)F)cc1OC
 : 0.2	/	4	-1.7	-1	-1.6	8	/	12
44) CC(Cc1cccs1)NC(=O)c1cccs1 (stereo not drawn)
 : 0.4	4	4	-0.3	-3	-3.2	-4	-0.2	0
45) CC1=C(C(=O)Nc2ccc(Cl)cc2C(=O)N2CCC(C(N)=O)CC2)SCCO1
 : 0.6	1	-1	-0.1	8	-1.8	-6	3.3	0
46) COc1cc(-c2n[nH]c(=S)n2-c2ccc(C)cc2)cc(OC)c1OC
 : -0.5	5	-5	/	-3	-3.2	-2	0.7	2
47) CN(C)C(=O)CSc1nc2ccccc2c(=O)[nH]1
 : 0.6	3	-4	-1.7	5	-3.1	2	-1.5	0
48) O=C(Nc1ccc(N2CCOCC2)nc1)c1ccc(Cl)cc1
 : -0.5	10	-1	-2.1	8	-0.4	-4	0.2	-1
49) CN(Cc1cccs1)C(=O)COc1ccc(-c2nnco2)cc1
 : -1.1	1	5	16	-2	-3.1	6	-1.8	-1
50) Cc1ccccc1CN1CCN(Cc2ccc3cccc(F)c3n2)CC1CCO (stereo not drawn)
 : -1.6	-1	?	2.1	2	-0.8	4	0.9	-2

The results go on.
Results follow in this order: BoNT-A LC inh2	GDH-TPI counter	BoNT-F LC inh	BioA inh	PrPC surface inh	FadD28 FP inh	CCHFV vOTU inh	Mtb UGM inh	Mtb FBA inh
51) CN(Cc1cccs1)C(=O)CCCc1c[nH]c2ccccc12
 : -0.5	-5	-4	/	3	1.2	10	-0.5	6
52) COCC1CCCN(C(=O)c2cc(COc3ccc4ncccc4c3)on2)C1 (stereo not drawn)
 : -0.1	-10	-3	-0.1	17	-1.8	-3	0.0	4
53) CCCCCCCCS(=O)c1sc2nc(C)cc(C)c2c1N (stereo not drawn)
 : 0.0	7	0	0.5	2	0.5	-2	0.3	7
54) CCCCCN(C(=O)CCC(=O)OCC(=O)N1CCCCC1C)c1c(N)n(CCCC)c(=O)[nH]c1=O (stereo not drawn)
 : -0.5	3	7	-0.4	4	-5.4	-5	0.9	-1
55) Oc1ccc(NCc2ccccc2OCc2ccccc2)cc1
 : 0.3	2	-8	/	-7	-0.3	51*	1.7	-1
56) CCOc1ccc2nc(N3C(=O)CNC3=S)sc2c1
 : -0.4	30	-3	/	-5	-1.5	2	0.5	0
57) COc1cccc(OC)c1C(=O)N1CCNCC1
 : 1.6	-2	-28	-1.9	6	1.2	3	-1.7	4
58) CC(C)Sc1nc(N2CCCC2)c2c(c1C#N)CC(C)(C)OC2
 : -0.1	13	-4	-1.9	-2	-0.7	7	-0.1	6

Structures above that contain a Cl atom:
Results follow in this order: BoNT-A LC inh2	GDH-TPI counter	BoNT-F LC inh	BioA inh	PrPC surface inh	FadD28 FP inh	CCHFV vOTU inh	Mtb UGM inh	Mtb FBA inh
1) CC1(c2ccccc2Cl)NC(=O)N(CC(=O)Nc2cccnc2Cl)C1=O (stereo not drawn)
 : -0.4	-8	-2	-0.1	1	1.6	0	2.1	5
5) COc1ccc(Cl)cc1C(=O)NC(C)C
 : 0.0	3	0	2.9	-1	-4.9	-7	-0.1	-3
10) CCOCCn1c(=NC(=O)/C=C/c2ccccc2Cl)sc2cc(NC(C)=O)ccc21
 : -0.1	12	-1	/	-9	-3.2	12	-1.9	3
13) Cc1ccc(CNCC(O)(c2ccccc2)c2ccc(Cl)cc2)cc1 (stereo not drawn)
 : -1.1	6	-13	-0.2	-2	-2.1	-13	/	2
21) COc1cc(/C=C/C(=O)O)cc(S(=O)(=O)Nc2cc(S(=O)(=O)N3CCCCC3)ccc2Cl)c1OC
 : -0.1	2	6	0.8	-7	-2.2	12	/	-4
27) COc1cc(N2C(=O)c3ccccc3C2=O)c(Cl)cc1C(=O)OCC(=O)NCc1ccco1
 : 0.4	12	5	-1.2	-5	1.1	15	1.2	0
29) Cc1nc2ccccc2c(=O)n1NC(=O)c1ccc(F)cc1Cl
 : 0.0	-9	-2	-0.5	8	-1.0	-6	1.6	3
45) CC1=C(C(=O)Nc2ccc(Cl)cc2C(=O)N2CCC(C(N)=O)CC2)SCCO1
 : 0.6	1	-1	-0.1	8	-1.8	-6	3.3	0
48) O=C(Nc1ccc(N2CCOCC2)nc1)c1ccc(Cl)cc1
 : -0.5	10	-1	-2.1	8	-0.4	-4	0.2	-1

Assay outcomes: PubChem BioAssay, several laboratories
